# Source: PubChem (several laboratories)
# E coli growth = bacterial growth inhibition, counter-screen for AddAB inhibitors; inhibition, % at 11.9 µM; E. coli V3065 growth, OD600 absorbance, 18 h; 330,000 compounds, 0.27% hits;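 active = inhibition above the campaign's mean inhibition across all tested compounds plus 3 SD, cut at about 9.9% in these data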;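 also: uninfected addAB+ strain grown without phage in ampicillin broth; 0% = DMSO wells and 100% = ciprofloxacin 0.95 µg/ml wells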
# PKA-R2B activ = activators of human PKA-R2B complex; 340,000 compounds, 0.079% hits; PKA-R2B holoenzyme dissociation, Cy5-IP20 fluorescence polarization; R2B truncated from residue 108, S112A mutant; 0% DMSO only, 100% 113 µM cGMP; activation, % at 11.4 µM;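 active = activation above a cutoff set at the mean over all compounds plus 3 SD, cut at about 18% in these data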;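 also: higher means more holoenzyme dissociation and a rise in polarization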
# Target sequence (P31323 whole entry, looked up, other chains not shown, the tested form may be a part): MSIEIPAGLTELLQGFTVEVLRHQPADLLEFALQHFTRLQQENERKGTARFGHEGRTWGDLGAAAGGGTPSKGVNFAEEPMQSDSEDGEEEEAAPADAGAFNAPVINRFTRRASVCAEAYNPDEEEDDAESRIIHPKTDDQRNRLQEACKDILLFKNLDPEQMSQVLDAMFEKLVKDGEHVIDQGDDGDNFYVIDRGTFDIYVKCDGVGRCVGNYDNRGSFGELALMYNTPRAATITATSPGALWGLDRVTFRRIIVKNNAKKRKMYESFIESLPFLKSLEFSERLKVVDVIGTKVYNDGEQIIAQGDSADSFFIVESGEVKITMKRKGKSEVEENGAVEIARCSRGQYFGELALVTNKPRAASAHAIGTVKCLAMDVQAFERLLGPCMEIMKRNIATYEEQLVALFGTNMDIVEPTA
# DAGLB inhibitor = blocks human DAGLB lipase activity. HEK293T DAGLB membrane lysate, EnzChek fluorogenic substrate. inhibition, % at 5.17 µM. 340,000 compounds, 0.059% hits. AID 504411; in the data active = inhibition above about 34%;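 also: 0% = enzyme with vehicle and 100% = wells lacking enzyme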
# HTR5A inv ctr = inverse agonist of human HTR5A in OPRM1-OPRD1 counter-screen | inhibition, % at 9.3 µM | AID 504634 | 340,000 compounds, 0.083% hits | HTR5A cell line, luminescence, inverse agonism; in the data active = inhibition mostly above about 23%, no sharp cut-off; inactive = mostly below about 18%;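 also: 0% = cells with DMSO and 100% = no-cell wells with DMSO; some compounds called inactive have numbers as strong as hits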
# HTR5A ag = counter-screen for OPRM1-OPRD1 agonists: human HTR5A agonism; P47898; HTR5A agonist assay, luminescence, cell-based; activation, % at 9.3 µM; 340,000 compounds, 0.61% hits; AID 504692; in the data active = activation mostly above about 9.5%, no sharp cut-off; inactive = mostly below about 7.6%;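 also: 0% = cells with vehicle only and 100% = reference agonist; strong numbers were not always called active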
# AddAB inh = less growth of phage-infected E. coli with AddAB; E. coli expressing H. pylori AddAB, absorbance growth; inhibition, % at 11.9 µM; 330,000 compounds, 0.29% hits; in the data active = inhibition above about 12%;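 also: 0% = vehicle wells of infected cells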
# phage Ecoli inh = E. coli growth loss with phage present. growth absorbance. inhibition, % at 11.9 µM. 360,000 compounds, 0.26% hits. AID 651602; in the data active = inhibition above about 11%
# PKA-R1A act = activators of PKA-R1A complex | P00514+P68181 | PKA-R1A dissociation, Cy5-IP20 fluorescence polarization; scaled: DMSO 0%, 113 µM cGMP 100% | activation, % at 11.4 µM | 340,000 compounds, 0.083% hits | AID 504707;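 active = percent activation above the mean of all tested compounds plus 3 SD, cut at about 19% in these data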;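 also: higher means more PKAc released from R1A so a rise in polarization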
# Mot1-301 SUMO = blocks SUMOylation pathway, rescuing yeast Mot1-301 growth; 320,000 compounds, 1% hits; S. cerevisiae Mot1-301 growth rescue, ATP luminescence, 38.5C; percent above DMSO median, 100 means doubled; growth rescue, % at 18.8 µM;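 active = every valid replicate shows activation above 250% relative to neutral control wells; inactive = the rest, any valid replicate at or below 250%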;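 also: OY570 slx delta 5 strain wells were the positive control but not used for scaling; some compounds called inactive have numbers as strong as hits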
# CDK5 p35 inh = blocks human CDK5/p35 kinase activity. inhibition, % at 10 µM. Recombinant CDK5/p35, ADP-Glo luminescence, 60 min. Q00535+Q15078. AID 488839. 330,000 compounds, 0.01% hits;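 active = highest replicate inhibition of at least 50% and at least 75% of replicates reaching 50%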;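 also: plate controls were DMSO neutral control for no effect and GW8510 at 10 µM for full effect; many of its hits are not listed in these tables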
# Target sequence (Q00535 whole entry, looked up): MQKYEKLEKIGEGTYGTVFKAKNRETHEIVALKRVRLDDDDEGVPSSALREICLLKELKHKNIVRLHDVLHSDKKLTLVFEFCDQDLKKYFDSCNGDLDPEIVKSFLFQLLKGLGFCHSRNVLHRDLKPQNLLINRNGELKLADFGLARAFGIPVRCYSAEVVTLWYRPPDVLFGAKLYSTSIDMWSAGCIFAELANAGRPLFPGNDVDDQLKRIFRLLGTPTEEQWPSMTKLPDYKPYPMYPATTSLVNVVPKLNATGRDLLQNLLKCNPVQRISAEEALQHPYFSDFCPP
# Target sequence (Q15078 whole entry, looked up): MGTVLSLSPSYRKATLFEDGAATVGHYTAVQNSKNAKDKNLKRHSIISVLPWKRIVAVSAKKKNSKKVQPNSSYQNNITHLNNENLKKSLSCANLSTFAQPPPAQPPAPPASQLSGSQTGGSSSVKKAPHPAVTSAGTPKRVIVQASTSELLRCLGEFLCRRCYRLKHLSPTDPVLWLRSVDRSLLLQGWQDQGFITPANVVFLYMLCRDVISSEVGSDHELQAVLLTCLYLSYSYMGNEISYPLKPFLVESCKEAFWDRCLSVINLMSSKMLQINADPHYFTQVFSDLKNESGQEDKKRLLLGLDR
# Tat transport = inhibitors of E. coli Tat protein transport; E. coli MC4100 TorA-mCherry Tat export, fluorescence; inhibition, % at 10 µM; 340,000 compounds, 0.036% hits; AID 488895;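 active = mean replicate inhibition at least 50% and at least half of replicates individually reaching 50%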;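 also: exported cargo escapes ClpAP degradation while cytoplasmic cargo is degraded and loses fluorescence; 0% = median of neutral control wells and 100% = median of NaSCN control wells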
# * marks the source's active call; other numbers are inactive results; . = not tested or not shown.
# Results follow in this order: E coli growth, PKA-R2B activ, DAGLB inhibitor, HTR5A inv ctr, HTR5A ag, AddAB inh, phage Ecoli inh, PKA-R1A act, Mot1-301 SUMO, CDK5 p35 inh, Tat transport
> CSCCC(NS(=O)(=O)c1ccccc1F)C(=O)Nc1ccncc1 (stereo not drawn)
    1.8, 2, -2, -2, 1, 0.9, -0.7, -14, -9, 0.9, 10
> Cc1ccc(/C=N/NC(=O)Cn2cnc3ccccc32)cc1
    1.7, 7, 2, ., ., 6.7, 6.7, 1, 15, -1.8, -14
> COc1ccc(N(CN2C(=O)c3ccccc3C2=O)C(=O)COc2ccc(Cl)cc2Cl)cc1
    -1.6, 2, 0, 10, -4, 1.1, 2.3, -4, 5, -1.6, -4
> COc1ccc(CCn2c(=N)c(C(=O)NCc3ccco3)cc3c(=O)n4ccccc4nc32)cc1
    -2.1, 6, 2, 18, -1, 1.7, 0.8, 12, 6, 3.1, 6
> O=C1C(Br)=C(c2ccccc2)C(c2ccccc2)=C1c1ccccc1
    ., -11, 0, 0, 0, ., ., 3, ., 0.0, 3
> COc1ccc(/C=C/c2nnc(NC(=O)COc3ccccc3)s2)cc1
    3.2, 8, 0, -18, 8, 1.9, 2.8, -4, 5, 0.4, -5
> Cc1ccc(-c2nn(-c3ccccc3)cc2C(=O)NCCCN2CCCC2=O)cc1
    -0.7, -5, -2, 6, -2, 2.1, -1.6, -2, 10, -1.0, -1
> N#CCCN1CCN(C(=S)c2ccc(-c3ccc(Cl)cc3)o2)CC1
    -2.3, 15, 2, -8, 3, 3.7, ., 3, -3, 2.8, 4
> C[C@H](CO)N1C[C@H](C)[C@@H](CN(C)C(=O)Nc2ccccc2)Oc2ccc(NS(=O)(=O)c3cn(C)cn3)cc2C1=O
    -0.3, -1, -3, 4, 1, 1.4, 2.2, 5, -1, -3.1, -11
> Nc1nnnn1/N=C/c1ccccc1OCc1ccccc1
    1.6, -6, -2, 1, -2, 3.1, 0.1, 7, ., -1.2, 7
> N#CCCN(CCC#N)C(=S)NC1CC2C=CC1C2 (stereo not drawn)
    3.5, -1, 1, 15, 3, 1.4, 2.8, -5, -5, -0.1, -5
> COc1ccc(N(CC(=O)NC(C)(C)C)C(=O)CCC(=O)Nc2nccs2)cc1
    0.8, -1, -1, -5, 1, 1.9, -0.1, -7, 2, 0.4, -2
> CCN1C(=O)/C(=c2\o/c(=C3\C=Cc4ccccc4N3CC)c(=O)n2CC)SC1=S
    ., -6, 1, -12, -2, ., 2.1, 2, ., 0.5, -7
> COc1ccccc1C(=O)Nc1ccc2c(c1)nc(CN1CCN(C(C)=O)CC1)n2C
    -1.3, -4, 2, 3, 3, -0.1, 0.1, 5, -14, 0.8, -12
> CCc1ccc([C@H]2C(C(=O)O)=C[C@@H](CC)N2S(=O)(=O)c2ccc(C)cc2)cc1
    -2.0, -15, 2, 0, 0, 2.9, 4.0, 1, ., -1.2, -6
> CN(C)S(=O)(=O)c1ccc(Cl)c(NC(=O)CN2CCCCCC2)c1
    -0.2, 10, -1, 1, 0, 0.8, 1.1, 5, -14, 1.2, 5
> CN(Cc1ccc2nonc2c1)Cc1nc(Cc2cccc(F)c2)no1
    -2.3, -10, -11, 22, 0, 0.2, 3.4, -11, 22, 0.5, 0
> CC1(C)CC(=O)CC(C)(C)N1OC(=O)c1ccco1
    -1.9, 2, -1, -5, -6, 0.0, 1.0, -3, -9, -0.1, -8
> CN1CCN(S(=O)(=O)c2cc([N+](=O)[O-])ccc2N/N=C/c2ccc(Cl)cc2)CC1
    0.0, 0, 0, 7, 1, 2.7, 4.7, -2, -17, ., -7
> C=CCn1c(Cc2ccc(OC)cc2)nnc1SCC(=O)NCCc1ccccc1
    -2.2, -10, -1, -8, 3, 0.1, 1.3, -11, 10, -0.9, 8
> O=C(CSc1cn(CCNC(=O)c2ccccc2)c2ccccc12)NCC1CCCO1 (stereo not drawn)
    3.8, -1, 1, -6, 1, 1.6, 2.0, -1, 11, 1.3, -1
> O=C(O)C1CCN(C(=O)CSc2nc3cc(Cl)ccc3c(=O)n2Cc2ccccc2)CC1
    -0.9, -4, -1, -16, 6, 2.6, 0.9, 3, -9, 0.0, -2
> CCn1nc(C)cc1C(=O)N1CCCC(C(=O)c2ccc(OC)cc2C)C1 (stereo not drawn)
    -1.0, 11, 0, 15, 5, 1.0, 0.2, 2, 437, -1.2, 2
> COCCN1Cc2cccc(C(=O)NC(C)CCc3ccco3)c2C1=O (stereo not drawn)
    -0.9, -4, -2, -15, 6, 2.5, 5.4, -7, 0, -0.5, -4
> CC1(c2cccc(Br)c2)NC(=O)N(CC(=O)Nc2ccc3c(c2)OCO3)C1=O (stereo not drawn)
    -0.7, 8, 2, -5, 2, -0.8, 2.7, 3, 2, 1.6, -2
> CC(=O)Oc1ccc2cc(-c3cccnc3)c(=O)oc2c1
    ., 13, 0, 4, -1, ., 5.7, 10, ., 1.1, 9
> CC1CC(C)CN(S(=O)(=O)c2ccc3c(c2)NC(=O)C(C)C(=O)N3)C1 (stereo not drawn)
    -0.6, 6, -9, -20, 6, 0.2, 4.4, -8, 10, -2.6, -3
> CC(=O)Nc1sc2c(c1C(c1ccc(Cl)cc1)N1CCOCC1)CCCC2 (stereo not drawn)
    1.6, -6, -1, 1, 1, 2.0, 2.5, 5, 195, 0.3, 14
> Cc1cc(SCC(=O)OCC(=O)N(C)c2ccccc2)nc2ccccc12
    0.7, 1, 2, 14, -5, 0.3, 2.4, -7, 16, -1.9, 5
> Cc1cccc(C)c1OCC(=O)NNC(=O)c1ccoc1C
    -0.1, 3, 0, 0, 0, -0.5, -1.9, -12, 72, 1.0, 11
> O=C1C2C3C=CC(C3=C3CCCCC3)C2C(=O)N1Cc1ccccc1 (stereo not drawn)
    2.2, -1, -11, -8, 3, 3.5, 0.5, -4, 510, -2.4, 4
> COC(=O)c1ccc(CNC(=O)c2ccc(NS(=O)(=O)c3ccc4[nH]c(=O)[nH]c4c3)cc2)cc1
    -2.2, -15, 1, 17, 1, 0.7, 1.9, -5, -19, -0.6, -2
> Nc1ccc(C(=O)N/N=C/c2cccc(Oc3ccccc3)c2)cc1
    ., 2, -1, -84, 23*, ., 2.4, 7, 7, -4.6, -12
> Cc1ccc(NC(=O)CS(=O)CC(=O)N(CC(=O)NC2CCCC2)c2cccc(C)c2C)cc1 (stereo not drawn)
    -1.7, -8, -2, -22, 1, -1.7, 1.8, -11, 70, -1.6, 12
> CCOC(=O)N1CCN(C(=O)c2ccc(OCC)c(OCC)c2)CC1
    -3.3, 0, 2, 15, 1, -2.0, 1.2, -1, -4, -8.8, 20
> O=S1(=O)CCN(Cc2ccc(Cl)c(Cl)c2)CC1
    -0.5, 7, -4, 5, 1, 3.7, 3.4, -2, -15, 0.5, -3
> Cc1ccc(S(=O)(=O)Nc2ccc(S(=O)(=O)NCC3CCCO3)cc2)cc1 (stereo not drawn)
    -1.8, -3, 1, 6, -2, -1.2, 1.6, -1, -5, 0.5, -7
> Cc1ccc([N+](=O)[O-])cc1NC(=O)c1ccc2c(c1)OCO2
    0.3, -4, -2, 12, -5, 1.4, 2.9, -4, ., -1.2, 5
> c1ccc(CCc2cc3ccccc3[nH]2)cc1
    -1.5, -14, -6, -19, 6, 0.0, 1.0, -11, -3, 0.2, -1
> COc1ccc([C@H]2CC(=O)C=C(c3ccc(C)c4ccccc34)C2)cc1
    2.8, -1, -14, -23, 6, -0.4, -0.1, -12, -4, -0.4, -3
> COc1ccc(CN2CC[C@@H](N3CCOCC3)[C@H](O)C2)cc1F
    -1.3, 0, -1, 7, -2, -1.2, -4.9, -7, -7, 0.6, 7
> Cc1ccc(CC(NC(=O)c2ccccc2)C(=O)NC(Cc2ccccc2)C(=O)O)cc1 (stereo not drawn)
    0.4, 11, 0, 30, 3, 3.1, 1.7, -2, 29, -2.5, -10
> CCOC(=O)C(/C=C(\C#N)C(=O)OCC)=C(/N)N1CCN(c2ccc(Cl)cc2)CC1
    -0.6, -16, 4, -3, 1, 3.0, 1.3, -2, ., 1.0, 4
> O=C(NCCc1nc(-c2ccccc2)cs1)c1ccc(Br)cc1
    -3.6, -7, -4, -13, 0, 1.6, 1.2, -5, 18, 2.5, 10
> COc1ccc(-c2coc3cc4oc(=O)c(CC(=O)O)c(C)c4cc23)cc1
    ., 2, 0, -3, 1, ., -0.1, -4, ., 2.7, -8
> COc1cc(/C=C2/SC(=S)N(Cc3ccccc3)C2=O)ccc1O
    -1.3, -2, -2, 30*, -8, -0.8, -2.3, -13, 2, 4.5, 5
> CC(=O)Nc1ccc(NC(=O)c2ccc(NS(=O)(=O)c3cccc4cccnc34)cc2)cc1
    -1.7, 10, -1, -3, 1, -0.9, -1.0, 2, 35, -0.3, -8
> COc1ccc([N+](=O)[O-])cc1NC(=O)c1ccc(C)o1
    -1.6, 1, -2, -5, 2, -0.7, 1.8, 1, 4, 0.1, -2
> COc1ccc2[nH]c(=O)c(CN(C(=O)NC3CCCCC3)C3CCCCC3)cc2c1
    -2.0, 2, 3, -14, 4, 1.0, 3.4, -4, 11, 2.5, -4
> Cc1ccsc1C(=O)Nc1nnc(-c2ccco2)o1
    -0.6, -5, 3, -26, 3, 2.9, 11, -3, 17, 0.8, 7
> O=C(NC1CCCCC1)C(c1ccccc1)N(Cc1cccnc1)C(=O)c1csnn1 (stereo not drawn)
    -1.3, -7, -1, -12, 4, 3.0, 1.2, 11, -8, 0.3, 4
> Cc1nc2sc(C(=O)Nc3ccccc3Cc3ccccc3)c(C)c2c(=O)[nH]1
    -1.1, -7, -1, 3, -1, 0.0, -0.3, -7, 7, -0.8, -9
> CC(C)[C@H](N)c1nnc(SCc2ccc(Cl)cc2)o1
    1.6, -2, 0, 8, -3, -1.4, 1.6, -2, 26, 0.1, -5
> CC(C)C[C@H](NC(=O)CCCn1nnc2ccccc2c1=O)C(=O)O
    0.4, -11, 0, 1, 0, 1.4, 0.6, 3, -16, 0.2, 4
> CN(C)C(CNC(=O)c1ccc(C(F)(F)F)cc1)c1ccco1 (stereo not drawn)
    3.3, -3, 1, -8, 3, 3.2, -0.6, -1, -15, -0.2, 20
> Cc1ccc(NC(=O)Nc2nnc(-c3ccccc3F)s2)cc1
    1.9, 16, -1, -3, 2, 3.9, 1.9, 5, 18, 1.0, -8
> CN(C)c1nc(N(C)C)nc(N2CCCCC2)n1
    -0.3, 2, -1, 2, -1, 2.5, 2.3, -4, -5, -1.4, -9
> Cc1cc(SCC(=O)N2CCC(c3noc4ccc(F)cc34)CC2)nc2ccccc12
    -1.7, -13, -3, 7, 3, 2.3, 1.7, -3, 308, -1.4, -5
> O=C(NNC(=S)Nc1ccccc1C(F)(F)F)c1cccnc1
    1.2, -4, -1, 19, -2, 0.5, 4.1, 1, 0, 1.5, -6
> Cc1cccc(-c2nc(CN3CCCC(C(=O)NC4CCCCCC4)C3)c(C)o2)c1 (stereo not drawn)
    -2.1, -9, -4, 8, 3, -1.3, -0.5, -9, -8, -2.3, 16
> O=C(c1ccc(Br)cc1)c1cc([N+](=O)[O-])ccc1N1CCCCC1
    0.9, -2, -6, -4, 2, 2.1, 0.3, 1, 1, -1.5, -2
> COc1ccc(/C(C)=C2/SC(=S)N(CCC(=O)O)C2=O)cc1
    -0.7, 1, 3, -8, 3, 1.9, 1.4, -3, -5, -2.8, 3
